# Bioassay records from PubChem BioAssay.
# IEC-6 tox: cytotoxicity in IEC-6 intestinal epithelial cells, primary screen, cytotoxicity control for KLF5 inhibitor project, cell-based, luminescence | inhibition, % at 5 µM | 290,000 tested, 0.78% active | IEC-6 cytotoxicity, luminescence viability | AID 1825, 2009; in the data active means inhibition above about 22%;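 further: 0% = plate median of test compound wells and 100% = cytotoxic reference compound wells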
# HIF activator: HIF pathway transcriptional activators, primary screen, cell-based, U2OS HRE-luciferase, luminescence | U2OS HRE-luciferase reporter; normalized: DMSO 0%, desferrioxamine 100% | activation, % at 7.5 µM (by protocol) | 300,000 tested, 0.32% active | AID 1910, 2009;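 active means mean activation of at least 10% of the iron chelator positive control signal, with at least half of replicates also reaching 10%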
# TRPC4 block: inhibitors of mouse TRPC4 channel, primary screen, Fluo4 calcium, HEK293 TRPC4beta/mu-opioid cells. Short transient receptor potential channel 4 (Mus musculus), Q9QUQ5. DAMGO-evoked Fluo4 calcium flux; hits give low values. B-score at 10 µM. 300,000 tested, 0.39% active. AID 2247, 2010;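 active means B-score over 3 SD under the library average, no early fluorescence shift, positive overall ratio signal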
#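 Material: HEK293 cells with stable TRPC4beta plus mu-opioid receptor expression; probe or stimulus: DAMGO in two steps, submaximal then maximal; technique: Fluo4 calcium fluorescence by kinetic imaging, 5 s 1 Hz baseline; measure: integrated fluorescence ratio relative to baseline, converted to per-well B score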
# SKKanGAS inh: S. pyogenes SKKanGAS growth inhibitors in kanamycin, primary screen, streptokinase expression inhibitor project, SKKanGAS strain, BacTiter-Glo luminescence; 6 h; inhibition, % at 7.5 µM; 300,000 tested, 1.3% active; AID 1662, 2009;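 active means mean replicate score, as percent of positive control median, at least 50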;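 further: strain carries kanamycin resistance gene driven by streptokinase promoter and grows in 40 µg/ml kanamycin; loss of luminescence reflects streptokinase promoter inhibition or plain growth inhibition; 0% = median of DMSO wells and 100% = positive control at its reference dose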
# TRPC4 potent: positive allosteric modulators of TRPC4, primary screen, cell-based, mouse TRPC4beta, HEK293 mu-opioid, Fluo-4 calcium | Short transient receptor potential channel 4 (Mus musculus), Q9QUQ5 | DAMGO EC20, Fluo-4 Ca2+ flux; hits give high values | B-score at 10 µM | 310,000 tested, 0.42% active;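 active means B-score of calcium response area above 5 SD of library B-scores, with initial fluorescence ratio within 5 SD of library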;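 further: B-score of integrated fluorescence ratio over time as area under calcium response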
# TRPC6 act: mouse TRPC6 channel activators, primary screen, cell-based, HEK293, membrane potential dye | B-score at 10 µM | HEK293-TRPC6 membrane potential dye fluorescence; hits give high values | AID 2550, 2010 | 310,000 tested, 0.13% active;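 active means B-score of the integrated fluorescence ratio above library mean plus 3 SD, and starting fluorescence ratio within library mean plus 5 SD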;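 further: higher score means more depolarization so channel activation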
# KLF5 inhibitor: KLF5 expression inhibitors, primary screen, DLD-1 cells, luminescence. DLD-1 KLF5 promoter-luciferase reporter. inhibition, % at 5 µM. 290,000 tested, 0.23% active. AID 1700, 2009;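 active means inhibition above a per-plate limit of that plate's mean compound inhibition plus 3 SD, cut at about 60% in these data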;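 further: 0% = DMSO wells and 100% = LY294002 at 200 µM; higher means less KLF5 promoter-driven luciferase light; inactives centre near -14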
# aSyn UTR inh: MLPCN primary screen, SNCA 5' untranslated region | 300,000 tested, 0.82% active | AID 1813, 2009 | inhibition, % (tested at 7.5 µM) | alpha-synuclein 5'UTR reporter, inhibitor activity; in the data active means inhibition above about 60%;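 further: H4 neuroglioblastoma cells stably carrying SNCA 5'UTR luciferase fusion; 0% = DMSO wells and 100% = positive control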
# MrgX1 antagonist: antagonists of human MrgX1 receptor, primary screen, HEK293 cells, Fluo-4 calcium flux | AID 588676, 2011 | B-score at 10 µM | 310,000 tested, 1.3% active | BAM8-22 antagonism; hits give low values;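 active means calcium-response B-score plate-corrected more than 3 library SD below zero, starting fluorescence within 5 deviations, no agonist response on first addition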;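 further: peak minus trough fluorescence over baseline after final BAM8-22 challenge near maximal dose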
# Target sequence (Q96LB2 whole entry, looked up): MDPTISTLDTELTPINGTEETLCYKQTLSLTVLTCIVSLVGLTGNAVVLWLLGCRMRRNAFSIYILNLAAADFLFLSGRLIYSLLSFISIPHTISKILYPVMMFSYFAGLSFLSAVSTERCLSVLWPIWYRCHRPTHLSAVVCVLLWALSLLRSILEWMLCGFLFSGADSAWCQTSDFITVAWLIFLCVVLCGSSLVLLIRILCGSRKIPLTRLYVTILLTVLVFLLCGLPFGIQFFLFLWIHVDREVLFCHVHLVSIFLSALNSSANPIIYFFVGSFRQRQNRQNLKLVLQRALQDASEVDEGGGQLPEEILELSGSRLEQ
# TRPC6 inh: mouse TRPC6 channel inhibitors, primary screen, cell-based, HEK293, membrane potential dye | Short transient receptor potential channel 6 (Mus musculus), Q61143 | ACh-evoked depolarization; hits give low values | B-score at 10 µM | 310,000 tested, 1.1% active | AID 2553, 2010;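 active means B-score under library mean minus 3 SD, initial fluorescence not abnormally high, positive integrated signal ratio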;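 further: B-score derived from integrated fluorescence ratio over the kinetic read; more negative B-score means stronger inhibition of depolarization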
# TRPC4 agonist: activators of mouse TRPC4 channel, primary screen, Fluo4 calcium, HEK293 TRPC4beta/mu-opioid cells | Short transient receptor potential channel 4 (Mus musculus), Q9QUQ5 | 310,000 tested, 0.49% active | Fluo4 calcium fluorescence; hits give high values | B-score at 10 µM;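 active means B-score above 5 SD of library B-scores, and initial fluorescence ratio not above library mean plus 5 SD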;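 further: positive B-score marks a calcium rise read as TRPC4 activation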
#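 Assay system: HEK293 cells stably co-expressing mouse TRPC4beta and mu-opioid receptor / Timing: Fluo4 dye loading 45 min at room temperature, 110 s recording / Signal: Fluo4 calcium-sensitive dye fluorescence, kinetic, 1 Hz baseline / Read-out: integrated baseline-normalised fluorescence ratio, converted to per-well B score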
# An asterisk follows results filed as active; i = inactive; / = no result given. An unsorted share of the library (roughly 5.8% active in at least one column).
SMILES,IEC-6 tox,HIF activator,TRPC4 block,SKKanGAS inh,TRPC4 potent,TRPC6 act,KLF5 inhibitor,aSyn UTR inh,MrgX1 antagonist,TRPC6 inh,TRPC4 agonist
CC(=O)c1cc(CN2CCC(n3nccc3NC(=O)c3ccccc3Cl)CC2)cs1,-3,-0.6,i,-2,i,i,-2,11,i,i,i
Cc1ccc(CNCC2CCCO2)o1 (stereo unspecified),-7,0.1,i,-2,i,i,-8,0,i,i,i
CN1CCN(CCCCOc2ccc(Br)cc2)CC1,3,1.0,i,-7,i,i,-19,-13,i,i,i
CC(C)(C)NC(=O)CN(C(=O)c1ccc(CN2CCOCC2)o1)c1ccc2c(c1)OCCO2,-5,0.3,i,12,i,i,-31,6,i,i,i
COc1ccc(CC(=O)N2CCOCC2)cc1OC,4,0.0,i,-5,i,i,-15,28,i,i,i
CC(C)C(=O)NNS(=O)(=O)c1ccccc1,-1,0.4,i,3,i,i,-29,-7,i,i,i
CC(c1ccccc1)N(CCC(c1ccccc1)C1CCOC(C)(C)C1)C(=O)c1ccco1 (stereo unspecified),12,1.8,i,3,i,i,-11,23,i,i,i
OCCC1CN(Cc2ccccc2O)CCN1CCCc1ccccc1 (stereo unspecified),-4,-0.8,i,0,i,i,-44,-5,i,i,i
N#Cc1ccccc1Cn1c(=O)n(CCCC(=O)NCc2ccc3c(c2)OCO3)c(=O)c2ccccc21,3,-0.4,i,-5,i,i,10,13,i,i,i
COC(=O)CN1C(=O)[C@H]2[C@@H](c3ccc(C)o3)N3C(=O)CN(CCO)C(=O)[C@@]3(Cc3ccccc3)[C@H]2C1=O,-6,-0.1,i,4,i,i,-24,5,i,i,i
CCOC(=O)CC(=O)CSc1ncnc2c1nnn2-c1ccc(OC)cc1,-4,0.2,i,1,i,i,-3,10,i,i,i
C/C(=N\NS(C)(=O)=O)c1ccc(C)cc1,-3,-0.2,i,16,i,i,-12,11,i,i,i
Fc1ccc(COc2ccccc2C(=S)N2CCCC2)cc1,4,/,i,-1,i,i,-10,5,-5.4*,i,i
O=C1c2ccccc2C(=O)N1CCCc1cn(C[C@H]2CC[C@@H]([C@@H]3CC[C@H](Cn4cc(CCCN5C(=O)c6ccccc6C5=O)nn4)O3)O2)nn1,5,0.2,i,1,i,i,4,-9,i,i,i
CN(C)/C=N/c1ncc(-c2ncc(C(F)(F)F)cc2Cl)cn1,4,0.3,i,-6,i,i,-26,2,i,i,i
COc1ccc(-c2noc(CCCC(=O)NC3CCCC3)n2)cc1,8,-2.4,i,-2,i,i,-18,62*,i,i,i
Cc1onc(-c2ccccc2)c1C(=O)N/N=C/c1cc(Br)c(Br)o1,-1,0.9,i,0,i,i,-38,14,i,i,i
CCN(CC(=O)Nc1ccc2c(c1)OCCO2)C(=O)C(C)Oc1ccc(Cl)cc1 (stereo unspecified),/,-0.3,i,-4,i,i,/,-14,i,i,i
Cc1ccc(N2C(=O)CS(=O)(=O)CC2=O)cc1,-5,-0.1,i,2,i,i,-26,-27,i,i,i
COc1ccc(OCC(=O)Nc2ccc(C(=O)Nc3ccccc3C(=O)O)cc2)cc1,-6,-0.2,i,21,i,i,-21,13,i,i,i
COc1ccccc1N(CC(=O)N1CCCCCC1)S(C)(=O)=O,-1,0.0,i,0,i,i,-18,5,i,i,i
COc1ccc(-c2c(-c3ccccc3OC)sc3ccccc23)cc1,-2,-0.4,i,5,i,i,-16,10,i,i,i
O=C(Nc1ccncc1)c1ccc2c(c1)OCCO2,0,1.5,i,-4,i,i,-38,-68,i,i,i
Cc1cccnc1NC(=O)C1CC(=O)N(c2ccc3c(c2)OCCO3)C1 (stereo unspecified),/,0.1,i,-5,i,i,/,-11,i,i,i
COc1ccc(S(=O)(=O)NCc2csc(C)n2)cc1OC,3,0.3,i,-2,i,i,-8,9,i,i,i
COc1ccc(C(=O)C(OC(=O)c2ccc(C)c(NC(C)=O)c2)c2ccccc2)cc1 (stereo unspecified),0,-0.5,i,2,i,i,-9,-6,i,i,i
Cn1nc(C(F)(F)F)c(/C=N/OC(=O)c2ccccc2)c1SCc1ccc(Cl)cc1,-4,-0.2,i,-3,i,i,-17,-4,i,i,i
CCSc1nnc(-c2ccccc2NC(C)=O)c(=O)[nH]1,1,-0.3,i,-2,i,i,-31,5,i,i,i
CCOCC(=O)Nc1nnc(C)s1,-1,-0.6,i,-7,i,i,-27,7,i,i,i
CCOC(=O)C1=C(COC(=O)[C@@H]2CCCN2S(=O)(=O)c2ccc(C)cc2)NC(=O)NC1C (stereo partly specified),7,-0.5,i,-1,i,i,-17,6,i,i,i
CCN(CC)c1ccc(NC(=O)c2[nH]c(C)c(C(C)=O)c2C)c(C)c1,2,-27,i,-4,i,i,20,-52,i,i,i
COc1ccc(-n2nnc3c(SC(C(C)=O)C(=O)N(C)C)ncnc32)cc1 (stereo unspecified),2,0.4,i,0,i,i,-19,-11,i,i,i
COc1ccc(OCC(O)CNC(=O)c2ccccc2)cc1 (stereo unspecified),-11,-0.4,i,-11,i,i,-7,-13,i,i,i
CCOc1ccc(CCNc2nc3ccc(C)cc3n3cnnc23)cc1OCC,7,0.4,i,7,i,i,-6,-19,i,i,i
O=[N+]([O-])c1ccc(Cl)c(CN2CCC(O)CC2)c1,1,-0.4,i,3,i,i,-7,-6,i,i,i
CCCOc1ccc(/C=N/NC(=O)CN2CCCCC2)cc1OCC,-2,-0.7,i,0,i,i,-18,3,i,i,i
Nc1nc(-c2ccc3c(c2)CCCC3)c(CC(=O)O)s1,3,-27,i,-1,i,i,-4,-37,i,i,i
O=C(NCc1ccncc1)c1ccc(Cl)c(S(=O)(=O)N2CCCCC2)c1,2,0.0,i,1,i,i,-23,-2,i,i,i
COc1cc(C(C(=O)NC(C)(C)C)N(Cc2ccccc2)C(=O)c2cnccn2)cc(OC)c1OC (stereo unspecified),5,-0.1,i,-1,i,i,-2,13,i,i,i
CC(=O)Nc1ccc([N+](=O)[O-])cn1,1,0.2,i,-3,i,i,-11,10,i,i,i
COc1ccc(-n2c(C)cc(/C=N/Nc3nc(N4CCOCC4)nc(N4CCOCC4)n3)c2C)cc1,0,0.0,i,19,i,i,-17,1,i,i,i
COc1cc2ccccc2cc1C(=O)Nc1cccnc1,5,3.8,i,-6,i,i,-178,-139,i,i,i
COc1cc(NC(=O)C2=C(N3CCOCC3)/C(=C\c3ccc(N(C)C)cc3)CCC2)cc(OC)c1OC,5,2.6,i,6,i,i,-10,21,i,i,i
Cc1cccc(C(=O)OC(C)C(=O)NC(=O)NC2CCCCC2)c1O (stereo unspecified),/,0.3,i,30,i,i,/,0,i,i,i
Cc1cccc(-n2c(-c3ccoc3C)n[nH]c2=S)c1,-3,0.2,i,6,i,i,-5,16,i,i,i
CS(=O)(=O)c1ccc2nc(NC(=O)CC3CCCC3)sc2c1,1,0.6,i,-4,i,i,-26,27,i,i,i
S=C(Nc1ccccn1)NC1CCCC1,4,-0.3,i,-10,i,i,-39,14,i,i,i
Cc1ccsc1/C=N/Nc1ncnc2nc[nH]c12,1,0.1,i,-5,i,i,-77,-90,i,i,i
COc1cc2c(cc1OC)C(c1ccccc1)NC(C)(C)C2 (stereo unspecified),1,1.4,i,-2,i,i,14,-23,i,i,i
N#Cc1cc(Oc2cccc3cccnc23)c(-n2nnc3ccccc32)cc1C#N,4,-2.0,i,7,i,i,-11,-21,i,i,i

# Later entries
SMILES,IEC-6 tox,HIF activator,TRPC4 block,SKKanGAS inh,TRPC4 potent,TRPC6 act,KLF5 inhibitor,aSyn UTR inh,MrgX1 antagonist,TRPC6 inh,TRPC4 agonist
O=Cc1nc(-c2ccc(Cl)cc2)n2ccccc12,-1,-0.9,i,3,i,i,-11,7,i,i,i
COc1ccc2oc3ccccc3c(=O)c2c1,-8,3.8,i,1,i,i,-48,-162,i,i,i
O=C(Cn1ccsc1=NC(=O)c1ccco1)c1ccccc1,-5,0.6,i,-6,i,i,-38,-21,i,i,i
O=C(Cn1ccc([N+](=O)[O-])n1)NCc1cccnc1,0,-0.5,i,20,i,i,-27,6,i,i,i
O=C(Oc1coc(CSc2ncccn2)cc1=O)c1ccccc1[N+](=O)[O-],0,-0.5,i,1,i,i,-3,10,i,i,i
Clc1ccc(Nc2ncnc3c2nnn3Cc2ccccc2)cc1,2,0.2,i,14,i,i,10,9,i,i,i
Cc1ccc(S(=O)(=O)N2CCCC2)cc1C(=O)N1CCC(C)CC1,8,-0.2,i,7,i,i,7,-12,i,i,i
CCc1ccccc1NC(=S)NC1CC2CCCC(C1)N2Cc1cccs1 (stereo unspecified),9,-0.6,i,2,i,i,16,-27,i,i,i
O=C(Nc1ccccc1F)N(Cc1ccc(F)cc1)Cc1nc2ccccc2c(=O)[nH]1,-4,0.0,i,1,i,i,-33,16,i,i,i
S=C(NCCCc1ccccc1)Nc1ccc(Cl)cc1,4,-0.2,i,-7,i,i,-15,-12,i,i,i
COC(=O)C1=C(C)N(C)C(=O)/C1=C\c1ccco1,4,0.8,i,-1,i,i,-1,-16,i,i,i
COc1ccccc1NC(=O)c1ccccc1NS(=O)(=O)N1CCCC1,8,-0.2,i,2,i,i,-3,20,i,i,i
O=C(Oc1ccccc1/C=C\C(=O)c1cc2ccccc2o1)c1ccccc1,9,4.2,i,-21,i,i,-32,-300,i,i,i
Cc1ccc(C(=O)NCCOc2ccc(Cl)cc2)cc1,3,2.8,i,-3,i,i,-93,-88,i,i,i
Cc1nc(-c2ccc(C(=O)NCCO)cc2)cs1,-6,1.9,i,-5,i,i,9,-18,i,i,i
Cc1ccc(-n2c(-c3ccco3)nc3c(cnn3-c3ccccc3C)c2=O)cc1,3,-0.3,i,5,i,i,-56,15,i,i,i
Cc1cc(=S)[nH]c(=S)[nH]1,-10,-0.2,i,-12,i,i,-17,11,i,i,i
